Compound activity as filed in PubChem.
C diff growth: C. difficile growth inhibitors, primary screen, HTS | Clostridium difficile clinical isolate growth, OD600, 24 h; stronger effect = lower value | growth activity, negative = inhibition, % at 16 µg/mL (by protocol) | actives 0.25% (n = 86,000) | AID 1259249, 2017;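 active means mean growth activity at or below -80% and every replicate also at or below -80%; inconclusive means mean at or below -80% but some replicate above -80%; inactive means mean growth activity above -80%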;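 further: 0% = DMSO wells and -100% = levofloxacin 16 µg/mL wells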
Tcruzi prolif: T. cruzi intracellular proliferation inhibitors, primary screen, cell-based, beta-gal Tulahuen parasites, NIH3T3 host, luminescence; actives 5.9% (n = 77,000); inhibition, % at 8.34 µM; T. cruzi beta-gal in NIH3T3, GalScreen luminescence, 90 h;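 active means mean inhibition above about 93%, with at least 55% of replicates each passing it, limit read from the data, passing the limit was not always enough; inconclusive means only one of those two conditions holds; inactive means neither condition holds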
Pf Dd2 inh: P. falciparum Dd2 growth inhibitors, primary screen, SYBR Green fluorescence, single dose replicates; AID 1159554, 2015; 72 h; stronger effect = lower value; activity change, % at 10 µM; actives 2.3% (n = 94,000); in the data active means activity change below about -80%; inconclusive means no clear call, values can overlap the other calls
KDM4C inh: inhibitors of GASC-1 (KDM4C) histone demethylase, primary screen, biochemical, single concentration HTS; GST-KDM4C 2-372, H3K9me3 peptide, LANCE TR-FRET; actives 0.15% (n = 96,000); Lysine-specific demethylase 4C (Homo sapiens), Q9H3R0; inhibition, % at 12.5 µM; AID 720574, 2013;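 active means mean replicate inhibition above about 25%, with at least 55% of replicates also reaching it, limit read from the data, passing the limit was not always enough; inconclusive means only one of those two conditions met; inactive means neither condition met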
Target sequence (Q9H3R0 2-372 limits assumed): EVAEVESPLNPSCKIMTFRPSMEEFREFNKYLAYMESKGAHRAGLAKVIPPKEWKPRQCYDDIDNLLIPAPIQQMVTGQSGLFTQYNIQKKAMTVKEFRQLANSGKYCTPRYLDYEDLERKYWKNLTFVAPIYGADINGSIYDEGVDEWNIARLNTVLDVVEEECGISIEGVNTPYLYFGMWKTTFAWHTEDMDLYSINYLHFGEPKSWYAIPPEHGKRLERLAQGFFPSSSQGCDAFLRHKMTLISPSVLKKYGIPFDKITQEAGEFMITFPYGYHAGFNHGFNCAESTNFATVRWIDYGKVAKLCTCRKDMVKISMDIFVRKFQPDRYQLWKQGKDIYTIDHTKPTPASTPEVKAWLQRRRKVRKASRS
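Compound: one test concentration per compound; Material: GST-GASC-1 enzyme fragment 2-372; Amount: GASC-1 enzyme at 10 nM final in reaction; Also added: H3K9me3 peptide substrate, Fe(II), 2-oxoglutarate; Technique: LANCE TR-FRET; Times: 30 min demethylation and 1 h detection at room temperature.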
* marks the source's active call; other numbers are inactive results; & = joins results of further samples.

`CN1C(=O)c2cc(NC(=O)C3CCC3)ccc2OC[C@@H]2O[C@H](CC(=O)NCC3CCCCC3)CC[C@@H]21` gave C diff growth -1.8, Pf Dd2 inh -46.1 and KDM4C inh -2.0.
For C[C@H]1CN([C@@H](C)CO)C(=O)c2cc(NS(C)(=O)=O)ccc2O[C@@H]1CN(C)C the results were C diff growth 3.1, Pf Dd2 inh 17.0 and KDM4C inh -0.2.
CCCN1C[C@H](C)[C@H](OC)CN(C)C(=O)c2ccc(NC(=O)c3cnccn3)cc2OC[C@@H]1C was read as Tcruzi prolif -50.0, Pf Dd2 inh 6.5 and KDM4C inh 1.0.
CC(=O)N1[C@@H]2Cn3c(ccc(-c4ccccc4F)c3=O)[C@H]1[C@@H](C(=O)NC1CCC1)[C@@H]2CO was read as C diff growth -0.5, Tcruzi prolif -0.2, Pf Dd2 inh 5.4 and KDM4C inh -1.4.
`Cc1noc(C)c1NC(=O)N(C)C[C@@H]1Oc2ccc(NS(C)(=O)=O)cc2C(=O)N([C@@H](C)CO)C[C@H]1C` gave Tcruzi prolif -60.3, Pf Dd2 inh 55.4 and KDM4C inh -0.6.
CNC[C@@H]1Oc2ccc(NS(=O)(=O)c3ccc(Cl)cc3)cc2C(=O)N([C@H](C)CO)C[C@H]1C was read as C diff growth 4.8, Pf Dd2 inh 12.5 and KDM4C inh -0.7.
CN1CCN(C(=O)C[C@@H]2C[C@H]3c4cc(NC(=O)Nc5ccc(C(F)(F)F)cc5)ccc4O[C@H]3[C@H](CO)O2)CC1 was read as C diff growth 0.2, Tcruzi prolif -29.7, Pf Dd2 inh -2.8 and KDM4C inh -2.1.
For O=C(C[C@@H]1C[C@H]2c3cc(NC(=O)c4cccnc4)ccc3O[C@H]2[C@H](CO)O1)NCc1ccncc1 the results were C diff growth -0.5, Tcruzi prolif -14.1, Pf Dd2 inh -6.1 and KDM4C inh 0.5.
For CCNC(=O)C[C@H]1CC[C@@H]2[C@H](COc3ccc(NC(=O)Nc4ccccc4C)cc3C(=O)N2C)O1 the results were C diff growth -2.9, Tcruzi prolif -29.3, Pf Dd2 inh -6.1 and KDM4C inh 1.3.
Screening COCCNC(=O)C[C@@H]1CC[C@@H]2[C@H](COC[C@@H](O)CN2C(=O)Nc2ccccc2OC)O1 returned C diff growth 7.8&3.2, Pf Dd2 inh 28.9 and KDM4C inh -2.1.
Screening COCCNC(=O)C[C@@H]1C=C[C@@H](NC(=O)NC2CCCC2)[C@@H](CO)O1 returned Tcruzi prolif -6.3, Pf Dd2 inh 11.7 and KDM4C inh -1.5.
For O=C(Nc1cccc(F)c1)N1CC(=O)N2[C@@H](CO)[C@@H](c3ccc(C#Cc4cccnc4)cc3)[C@@H]2C1 the results were C diff growth -8.5, Pf Dd2 inh 0.3 and KDM4C inh -1.3.
CC(C)NC(=O)Nc1ccc2c(c1)CC(=O)N([C@H](C)CO)C[C@H](C)[C@@H](CN(C)C(=O)Nc1ccc3c(c1)OCO3)O2 was read as C diff growth -6.6, Tcruzi prolif -21.5, Pf Dd2 inh 18.5 and KDM4C inh 2.3.
For C[C@H]1CN([C@@H](C)CO)C(=O)c2cccc(NC(=O)c3ccc(-c4nccs4)cc3)c2O[C@@H]1CN(C)C(=O)Nc1cccc2ccccc12 the results were C diff growth -2.6, Tcruzi prolif -336.2, Pf Dd2 inh 8.4 and KDM4C inh 0.5.
Screening C[C@H]1CN([C@@H](C)CO)C(=O)c2cc(C#CC3(O)CCCC3)cnc2O[C@@H]1CN(C)C(=O)CC1CC1 returned C diff growth -2.0, Tcruzi prolif 51.6, Pf Dd2 inh 6.0 and KDM4C inh 0.5.

4 compounds drawn at random from those above, as already listed:
Screening COCCNC(=O)C[C@@H]1C=C[C@@H](NC(=O)NC2CCCC2)[C@@H](CO)O1 returned Tcruzi prolif -6.3, Pf Dd2 inh 11.7 and KDM4C inh -1.5.
CC(C)NC(=O)Nc1ccc2c(c1)CC(=O)N([C@H](C)CO)C[C@H](C)[C@@H](CN(C)C(=O)Nc1ccc3c(c1)OCO3)O2 was read as C diff growth -6.6, Tcruzi prolif -21.5, Pf Dd2 inh 18.5 and KDM4C inh 2.3.
`CN1C(=O)c2cc(NC(=O)C3CCC3)ccc2OC[C@@H]2O[C@H](CC(=O)NCC3CCCCC3)CC[C@@H]21` gave C diff growth -1.8, Pf Dd2 inh -46.1 and KDM4C inh -2.0.
For C[C@H]1CN([C@@H](C)CO)C(=O)c2cc(NS(C)(=O)=O)ccc2O[C@@H]1CN(C)C the results were C diff growth 3.1, Pf Dd2 inh 17.0 and KDM4C inh -0.2.

Next structures.
For O=C(NCc1ccccc1F)[C@H]1[C@H](CO)[C@H]2Cn3c(cccc3=O)[C@H]2N1C(=O)CC1CC1 the results were C diff growth -2.7, Tcruzi prolif 38.6, Pf Dd2 inh 5.3 and KDM4C inh -1.8.
Screening O=C(C[C@H]1CC[C@@H](NC(=O)C2CCC2)[C@H](CO)O1)Nc1nccs1 returned C diff growth -0.8, Tcruzi prolif 20.6, Pf Dd2 inh 1.4 and KDM4C inh -0.1.
CC(=O)N1CC(=O)N2[C@H](C1)[C@H](c1ccc(-c3cccc(C(=O)N(C)C)c3)cc1)[C@@H]2CO was read as C diff growth -2.8, Pf Dd2 inh -4.1 and KDM4C inh 0.8.
C[C@H](CO)N1C[C@H](C)[C@H](CN(C)C(=O)Nc2ccc(F)cc2)Oc2ccc(NS(=O)(=O)c3cn(C)cn3)cc2CC1=O was read as C diff growth -4.7, Tcruzi prolif -12.1, Pf Dd2 inh 40.6 and KDM4C inh -1.0.
Screening COc1ccc2c3c(n(C)c2c1)[C@H](CO)N(C(=O)c1ccccc1)CC31CCN(CC2CC2)CC1 returned C diff growth -0.7, Pf Dd2 inh -39.6 and KDM4C inh 1.0.
`COc1ccc2c3c([nH]c2c1)[C@H](CO)N(C(C)=O)CC31CN(S(=O)(=O)c2cccs2)C1` gave C diff growth -13.8, Pf Dd2 inh -36.0 and KDM4C inh -0.7.
For C[C@@H]1CN([C@H](C)CO)C(=O)c2cccc(NS(C)(=O)=O)c2O[C@@H]1CN(C)Cc1ccc(Oc2ccccc2)cc1 the results were C diff growth -2.0, Pf Dd2 inh -6.2 and KDM4C inh -2.2.
OC[C@H]1[C@H](c2ccc(C#CC3CC3)cc2)[C@H]2CN(CCC(F)(F)F)CCCCN21 was read as C diff growth 18.8, Tcruzi prolif 98.4* and Pf Dd2 inh 1.0.
CC(C)C#Cc1cnc2c(c1)C(=O)N([C@@H](C)CO)C[C@H](C)[C@H](CN(C)C(=O)Nc1cc(F)ccc1F)O2 was read as C diff growth -7.0, Tcruzi prolif 59.5 and KDM4C inh -2.0.
For COc1ccc(NC(=O)N(C)C[C@@H]2Oc3ncc(-c4ccccc4)cc3C(=O)N([C@H](C)CO)C[C@@H]2C)cc1 the results were Tcruzi prolif 3.3, Pf Dd2 inh -6.3 and KDM4C inh 1.6.
C[C@@H]1CN([C@@H](C)CO)C(=O)c2cc(NC(=O)Cn3cnnn3)ccc2O[C@H]1CN(C)C(=O)Nc1ccc(F)cc1 was read as C diff growth 21.5, Tcruzi prolif 23.3, Pf Dd2 inh 35.1 and KDM4C inh 0.5.
For COCCNC(=O)C[C@@H]1C[C@H]2c3cc(NC(=O)Nc4ccc(OC)cc4)ccc3O[C@H]2[C@@H](CO)O1 the results were C diff growth -0.8, Tcruzi prolif -27.9, Pf Dd2 inh -4.8 and KDM4C inh 0.1.
`COc1ccc(CN(C)C[C@@H]2Oc3c(NS(=O)(=O)c4cn(C)cn4)cccc3C(=O)N([C@@H](C)CO)C[C@H]2C)cc1` gave C diff growth -4.4, Tcruzi prolif -17.5, Pf Dd2 inh 27.4 and KDM4C inh 0.1.
`C[C@H](CO)N1C[C@H](C)[C@H](CN(C)C(=O)c2ccccn2)Oc2cc(C#CC3CC3)ccc2S1(=O)=O` gave C diff growth -3.7, Tcruzi prolif -4.0, Pf Dd2 inh -6.8 and KDM4C inh 9.9.
C[C@H]1CN([C@@H](C)CO)C(=O)c2cc(NC(=O)c3ccncc3)ccc2O[C@@H]1CN(C)Cc1ccc(C(F)(F)F)cc1 was read as C diff growth 0.1, Tcruzi prolif 74.9, Pf Dd2 inh 7.2 and KDM4C inh -0.3.
`C/C=C/c1cnc2c(c1)C(=O)N([C@H](C)CO)C[C@H](C)[C@@H](CN(C)C(=O)C1CCC1)O2` gave Tcruzi prolif 3.2, Pf Dd2 inh 23.7 and KDM4C inh 0.3.
For C[C@@H]1CN([C@H](C)CO)C(=O)c2cc(NC(=O)c3ccncc3)ccc2O[C@@H]1CN(C)Cc1ccc2c(c1)OCO2 the results were C diff growth -0.4, Tcruzi prolif 66.9 and Pf Dd2 inh -2.7.
Screening C[C@H](CO)N1C[C@H](C)[C@H](CN(C)C)Oc2c(NC(=O)Nc3ccc(C(F)(F)F)cc3)cccc2C1=O returned C diff growth 5.8, Pf Dd2 inh -22.8 and KDM4C inh -1.9.
`CC(C)C(=O)Nc1ccc2c(c1)C(=O)N(C)[C@@H]1CC[C@@H](CC(=O)N[C@@H](C)c3ccccc3)O[C@H]1CO2` gave C diff growth -7.6, Tcruzi prolif -12.4, Pf Dd2 inh -8.8 and KDM4C inh -0.3.
Screening O=C(c1ccncc1)N1C[C@H]2[C@@H](c3ccccc31)[C@@H](CO)N2Cc1ccc(F)cc1 returned C diff growth -4.4, Tcruzi prolif 25.7, Pf Dd2 inh 17.6 and KDM4C inh 5.5.
COCC(=O)Nc1ccc2c(c1)OC[C@@H](C)N(C(=O)c1cnccn1)C[C@@H](C)[C@H](OC)CN(C)C2=O was read as Tcruzi prolif -35.5, Pf Dd2 inh 27.7 and KDM4C inh 1.3.
`C[C@@H]1CCCCO[C@H](CN(C)C(=O)Cc2ccccc2)[C@@H](C)CN([C@@H](C)CO)C(=O)c2cc(NC(=O)Nc3ccc4c(c3)OCO4)ccc2O1` gave C diff growth 4.4, Tcruzi prolif inconclusive, Pf Dd2 inh -83.8* and KDM4C inh -0.5.
Screening C[C@@H]1CN([C@H](C)CO)C(=O)c2c(c3ccccc3n2C)-c2ccccc2CO[C@H]1CN(C)C(=O)c1ccc(F)cc1 returned Tcruzi prolif 43.3, Pf Dd2 inh -30.5 and KDM4C inh 0.7.
COc1ccc(S(=O)(=O)Nc2ccc3c(c2)C(=O)N([C@@H](C)CO)C[C@@H](C)[C@@H](CN(C)C(=O)Nc2ccccc2)OCCCC[C@@H](C)O3)cc1 was read as C diff growth -2.1, Tcruzi prolif 63.1, Pf Dd2 inh -57.1 and KDM4C inh -2.4.
For C[C@@H]1CN([C@H](C)CO)C(=O)c2cc(NS(=O)(=O)c3cccs3)ccc2O[C@@H]1CN(C)Cc1ccc(Cl)c(Cl)c1 the results were C diff growth 1.4, Tcruzi prolif 4.9, Pf Dd2 inh 0.0 and KDM4C inh -0.9.
For COCc1cn(CC[C@H]2CC[C@H](NC(=O)c3ccncc3)[C@@H](CO)O2)nn1 the results were Tcruzi prolif -21.1, Pf Dd2 inh -21.7 and KDM4C inh -0.5.
Screening CNC[C@H]1Oc2ccc(NC(=O)Nc3ccccc3)cc2CC(=O)N([C@@H](C)CO)C[C@H]1C returned C diff growth -0.8, Tcruzi prolif 84.4, Pf Dd2 inh -4.4 and KDM4C inh -0.7.
For O=C(Nc1ccccc1F)N1C[C@H]2[C@@H](c3ccccc31)[C@@H](CO)N2C(=O)C1CCCC1 the results were C diff growth 2.7, Tcruzi prolif -15.9, Pf Dd2 inh -10.7 and KDM4C inh -1.9.
COc1ccccc1C#Cc1ccc([C@@H]2[C@H]3CN(C(=O)C4CCCC4)CCCCN3[C@H]2CO)cc1 was read as C diff growth -0.9, Tcruzi prolif 95.5* and Pf Dd2 inh -0.7.
`CN1C(=O)c2cc(NC(=O)c3cccc(F)c3)ccc2OC[C@H]2O[C@@H](CC(=O)O)CC[C@@H]21` gave C diff growth 17.6, Tcruzi prolif 19.7, Pf Dd2 inh 19.7 and KDM4C inh 1.2.
For CN1C(=O)c2cc(NC(=O)Cc3ccccc3)ccc2OC[C@H]2O[C@@H](CC(=O)NCc3ccc(Cl)cc3)CC[C@@H]21 the results were C diff growth 11.0, Tcruzi prolif -8.0, Pf Dd2 inh -6.0 and KDM4C inh -0.2.
Screening COc1ccc(CN(C)C[C@@H]2Oc3ccc(NC(=O)C4CCCCC4)cc3C(=O)N([C@@H](C)CO)C[C@H]2C)cc1 returned C diff growth 2.1, Tcruzi prolif 13.8, Pf Dd2 inh -0.7 and KDM4C inh 2.2.
`COc1ccc(CN(C)C[C@@H]2Oc3ccc(N(C)C)cc3CC(=O)N([C@@H](C)CO)C[C@H]2C)cc1` gave C diff growth -0.5, Pf Dd2 inh -8.8 and KDM4C inh 4.9.
`C[C@@H]1CN([C@H](C)CO)C(=O)c2cc(NS(=O)(=O)c3cn(C)cn3)ccc2O[C@@H](C)CCCCO[C@H]1CN(C)S(=O)(=O)c1cccs1` gave C diff growth -6.5, Pf Dd2 inh 16.5 and KDM4C inh -0.2.
